Assay outcomes: PubChem BioAssay, National Center for Advancing Translational Sciences (NCATS)
Anesthetic bind: qHTS Assay for Identification of Novel General Anesthetics. Ferritin light chain (Equus caballus), P02791. apoferritin/1-aminoanthracene competitive binding, fluorescence. Potency, µM (top dose mostly 77.5 µM), inactives show top-dose activity change, negative = displacement, actives largely listed as inhibitors. 350,000 tested, 0.074% active. AID 485281, 2010; further: potency means the concentration at half of the fitted maximal effect; on the % scale 0 is the no-effect control and ±100 the full control effect; nearly all actives have a fitted effect of over 20% in size
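Steps: apoferritin (10 uM) was premixed with half-saturated 1-AMA in PBS, compounds were pin-transferred, plates stood 10 min at room temperature, fluorescence was read at 380/535 nm, and curves were fitted with a Hill equation.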
Pol beta inh: qHTS Assay for Inhibitors of DNA Polymerase Beta. P06746. Pol beta primer extension/strand displacement, fluorescence kinetic. Potency, µM (series often up to 114 µM), for inactives: top-dose activity change, negative = inhibition, hits mostly inhibitors. 340,000 tested, 1.3% active. AID 485314, 2010; further: potency means the concentration at half of the fitted maximal effect; on the % scale 0 is the no-effect control and ±100 the full control effect
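10 nM enzyme + cpd, 15 min RT; start with substrate 50 nM final; read 0 min and after 10 min RT. Corrected, normalized data; 4-parameter Hill curve fit.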
POLK inh: qHTS for Inhibitors of Polymerase Kappa. 400,000 tested, 0.53% active. AID 588579, 2011. Potency, µM (doses to about 107 µM), for inactives: top-dose activity, negative = inhibition, usual class: inhibitors. purified Pol kappa, fluorescent DNA synthesis assay, 10 min. DNA polymerase kappa (Homo sapiens), Q9UBT6; further: potency means the concentration at half of the fitted maximal effect; on the % scale 0 is the no-effect control and ±100 the full control effect
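Enzyme at 10 nM met test compounds for 15 min at room temperature. Substrate addition (50 nM final) began the reaction, which was monitored by fluorescence at 0 and 10 min.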
POLH inh: qHTS for Inhibitors of Polymerase Eta. recombinant Pol eta, fluorescent DNA replication assay. Potency, µM (top dose mostly 114 µM), without a hit: at the highest dose activity change, negative = inhibition, hits mostly inhibitors. 390,000 tested, 1.2% active; further: potency means the concentration at half of the fitted maximal effect; on the % scale 0 is the no-effect control and ±100 the full control effect
Target sequence (Q9Y253 whole entry, looked up): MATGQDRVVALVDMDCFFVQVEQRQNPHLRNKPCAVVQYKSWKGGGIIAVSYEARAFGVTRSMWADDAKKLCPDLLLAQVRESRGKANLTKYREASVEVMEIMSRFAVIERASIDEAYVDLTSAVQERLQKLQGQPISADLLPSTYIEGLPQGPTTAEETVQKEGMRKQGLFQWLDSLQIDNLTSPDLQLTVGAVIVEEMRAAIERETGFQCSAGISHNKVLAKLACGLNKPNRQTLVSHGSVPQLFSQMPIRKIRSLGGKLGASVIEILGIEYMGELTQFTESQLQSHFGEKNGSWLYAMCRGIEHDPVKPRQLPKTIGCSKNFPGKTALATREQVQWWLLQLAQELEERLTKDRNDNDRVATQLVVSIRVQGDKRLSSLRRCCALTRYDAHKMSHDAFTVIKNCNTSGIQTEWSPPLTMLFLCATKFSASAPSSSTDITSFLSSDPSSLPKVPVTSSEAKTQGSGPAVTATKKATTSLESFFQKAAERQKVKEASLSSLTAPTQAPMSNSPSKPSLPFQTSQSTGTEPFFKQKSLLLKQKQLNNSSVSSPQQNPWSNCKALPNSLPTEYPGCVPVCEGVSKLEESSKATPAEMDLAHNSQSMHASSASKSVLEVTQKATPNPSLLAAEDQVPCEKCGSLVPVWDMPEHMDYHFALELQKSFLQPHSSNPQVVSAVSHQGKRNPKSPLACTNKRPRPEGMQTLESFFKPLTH
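Pol eta (10 nM) was preincubated with compounds for 15 min at room temperature, after which fluorescent replication substrate (50 nM final) was added to start the reaction. Fluorescence was read kinetically at 0 and 10 min.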
LDHA block: qHTS assay for inhibitors of human lactate dehydrogenase; AID 1347041, 2019; activity change, % (values are at about 110 or 230 µM); 480,000 tested, 0.15% active; purified LDHA, NADH/diaphorase-resazurin fluorescence; stronger effect = lower value; in the data active means activity change below about -30%; inconclusive means mostly about -25% to -30%;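 further: plate controls were DMSO wells for no effect and wells without enzyme for full effect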
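Resorufin fluorescence (ex540/em590), read at 0 and 20 min after diaphorase/resazurin addition, reports the NADH left after a 5 min room-temperature reaction of 2 nM human LDH5 with 0.06 mM NADH and 0.2 mM pyruvate.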
Glioma ERSR ind: qHTS for Inducers of the Endoplasmic Reticulum Stress Response (ERSR) in Human Glioma: qHTS. U87-MG GRP78 promoter luciferase reporter, 16 h. Potency, µM, without a hit: at the highest dose activation, actives largely listed as activators. 420,000 tested, 0.02% active; further: potency means the concentration at half of the fitted maximal effect; series mostly up to about 76 µM; % of control where 0% means no effect; nearly all actives have a fitted effect of over 35% in size
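ERSR induction read as luciferase luminescence (Bright-Glo, 10 min at room temperature) in stably transfected human U87-MG glioma cells exposed to compounds for 16 h, using GRP78 as sensor.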
POLI inh: qHTS for Inhibitors of Polymerase Iota. DNA polymerase iota (Homo sapiens), Q9UNA4. Pol iota fluorescent replication assay, 10 min. Potency, µM (doses to about 115 µM), without a hit: at the top dose activity, negative = inhibition, hits mostly inhibitors. 390,000 tested, 1% active. AID 588590, 2011; further: potency means the concentration at half of the fitted maximal effect
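Fluorescent replication assay read twice, at 0 min and 10 min after adding 50 nM (final) substrate. Enzyme (10 nM) and compounds were first incubated 15 min at room temperature; enzyme-free buffer wells were negative controls.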
APE1 inh: qHTS Assay for Inhibitors of the Human Apurinic/apyrimidinic Endonuclease 1 (APE1). AID 2517, 2012. 350,000 tested, 0.35% active. DNA repair nuclease/redox regulator APEX1 (Homo sapiens), P27695. recombinant APE1, TAMRA/BHQ-2 abasic DNA cleavage fluorescence. Potency, µM (top dose mostly 65.8 µM), for the others: top-dose activity change, negative = inhibition, actives largely listed as inhibitors;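 further: potency means the concentration at half of the fitted maximal effect; plate controls were vehicle for no effect and reference inhibitor for full effect; nearly all actives have a fitted effect of over 55% in size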
Target sequence (P27695 whole entry, looked up): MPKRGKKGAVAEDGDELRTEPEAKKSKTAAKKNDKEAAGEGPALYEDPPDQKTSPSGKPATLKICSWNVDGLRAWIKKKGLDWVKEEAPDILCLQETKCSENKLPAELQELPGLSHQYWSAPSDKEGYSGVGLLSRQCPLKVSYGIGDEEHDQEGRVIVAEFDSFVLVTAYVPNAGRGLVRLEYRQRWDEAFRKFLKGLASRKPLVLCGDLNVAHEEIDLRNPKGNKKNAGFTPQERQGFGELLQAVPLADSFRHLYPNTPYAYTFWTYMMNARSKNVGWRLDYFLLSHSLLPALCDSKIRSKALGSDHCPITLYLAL
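Incision of a quenched TAMRA/BHQ-2 THF abasic-site duplex (50 nM) by 0.75 nM APE1, after 15 min compound preincubation, measured as fluorescence increase over three 60 s reads. Values normalized to buffer, DMSO and NSC13755 control wells.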
BLM helicase inh: qHTS Assay for Inhibitors of Bloom's syndrome helicase (BLM). AID 2528, 2010. RecQ-like DNA helicase BLM (Homo sapiens), P54132. Potency, µM (highest dose often 56.1 µM), for the others: at the highest dose activity change, negative = inhibition, actives largely listed as inhibitors. 350,000 tested, 0.2% active. recombinant BLM DNA unwinding, fluorescence dequenching;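 further: potency means the concentration at half of the fitted maximal effect; plate controls were vehicle for no effect and no enzyme for full effect; nearly all actives have a fitted effect of over 35% in size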
Numbers without * were called inactive; ? = inconclusive; . = no result given; & = joins results of further samples; [ ] = another dose, or the depositor's remark. Unless noted, the call rests on the fitted dose curve; in most records, active means well fitted curve in the direction sought with a large enough effect; inconclusive means small, poorly fitted or top-dose-only effect, or another doubt; inactive means no such curve, though single readings can be large; an effect the other way counts as inactive or inconclusive. This is a subset; count on the stated rates, not on these rows.

canonical_smiles | Anesthetic bind | Pol beta inh | POLK inh | POLH inh | LDHA block | Glioma ERSR ind | POLI inh | APE1 inh | BLM helicase inh
CCCn1c(=O)c(C(=O)N/N=C/c2ccccc2F)c(O)c2ccccc21 | -7% | 41%[activator] | -5% | -22% | -1 | 0% | 84%[activator] | 9% | -3%
Cc1ccc(NC(=O)CCC(=O)N2CCSc3ccccc32)cc1 | -16% | 1% | 2% | 7% | -4 | 1% | -6% | . | 3%
O=C(CN1C(=O)c2ccccc2C1=O)Oc1ccc(Cl)cc1 | -9% | 38% | -7% | -5% | -14 | 1% | 21% | -15% | -2%
CC(C)(C)OC(=O)C[C@H]1C/C=C\C[C@@H](CC(=O)N(CCO)Cc2ccccc2)C(=O)N2CCC[C@@H]2COC1=O | . | . | 7% | -12% | 0 | -4% | 35%[activator] | 34% | .
COc1cc(CNC2CCCC2)cc(OC)c1 | 7% | -3% | -5%[60.1 µM] | 13% | -4 | -3% | -17% | -1% | 1%
ON=C1c2ccccc2-c2ccccc21 | 4% | -25% | 10% | -29% | -1 | 3% | -6% | -2% | 3%
CC(=O)Nc1ccc(S(=O)(=O)N2C(=O)c3cccc4cccc2c34)cc1 | 7% | -13% | . | . | . | . | . | ? | -5%
COc1ccc2oc(C(=O)OCC(=O)NCC3CCCO3)c(C)c2c1 (stereo not given) | . | . | -1% | -3% | -3 | -2% | 5% | -7% | .
O=C(O)c1c(-c2ccccc2)oc2ccc(O)cc12 | 0% | 0% | 1% | ? | -6 | -3% | 4% | 16% | 0%
COc1ccc(NC2c3ccccc3C(=O)N2Cc2ccc3c(c2)OCO3)cc1 (stereo not given) | -17% | -4% | -23% | -5% | -1 | -1% | 7% | -5% | -7%
COc1ccc(S(=O)(=O)NCC(c2ccc(F)cc2)N2CCN(C)CC2)cc1 (stereo not given) | . | . | -4% | -15% | -9 | -5% | 3% | -3% | .
COc1cccc2c(=O)c3c(cnn3C)n(C)c12 | 970%[activator] | -16% | -5% | -3% | -5 | -1% | -17% | -2% | -6%
CC(C)COc1ccc(C(=O)NNC(=O)c2ccc(=O)[nH]c2)cc1 | . | . | -19% | 5% | -17 | 1% | 2% | -18% | .
O=C(c1cc2sccc2n1Cc1ccccc1)N1CCc2ccccc21 | 1% | 26% | 6% | -10% | 5 | -1% | 30%[activator] | -6% | -6%
CC(C)(C)C(=O)NC(=S)Nc1sc2c(c1C#N)CCCCC2 | 5% | -12% | -4% | -16% | 1 | 5% | ? | 2% | -1%
O=C(C[n+]1ccccc1Cl)c1ccc2c(c1)CCCC2 | . | . | ? | . | 4 | -1% | ? | . | .
COc1ccc(S(=O)(=O)N2CCC(C(=O)N(C)Cc3ccc(C)o3)CC2)cc1OC | . | . | -12% | 3% | -6 | -4% | ? | 9% | .
Cc1cc(C)n2nc(SCC(=O)N(C)Cc3ccccc3)nc2n1 | 2% | -10% | -5% | -5% | 2 | -1% | -8% | 1% | 1%
CCOCC(=O)Nc1ncc(S(=O)(=O)c2ccc([N+](=O)[O-])cc2)s1 | -16% | -1% | 0% | -6% | -6 | -3% | 48%[activator] | -5% | -1%
Cc1ccc(-c2csc3ncnc(-n4cnc5ccccc54)c23)cc1 | -13% | 5%[57.1 µM] | -20% | -11% | -3 | -3% | 3% | -4% | 1%
O=C(Nc1ccc(N2CCOCC2)cc1)c1ccc(Cl)c(S(=O)(=O)N2CCCC2)c1 | . | . | 4% | -14% | 0 | -3% | 20% | 19% | .
O=c1[nH]c2ccccc2nc1N1CCOCC1 | -11% | 19% | 9% | -19% | -1 | 0% | 1% | -3% | 0%
CCOC(=O)C1=C(CCc2ccccc2)NC(=O)NC1c1cccc([N+](=O)[O-])c1 (stereo not given) | -23% | 14% | -7% | 0% | -5 | -4% | 6% | 19% | -5%
COc1ccc(CNC(=O)c2ccc(CS(=O)(=O)c3ccc(OC)cc3)o2)cc1 | 1% | -22% | -6%[60.1 µM] | -5%&-18% | -2&2 | 0%&-2% | 2% | . | 2%
CCN1CC2=C(OC(N)=C(C#N)C2c2cccs2)/C(=C/c2cccs2)C1 (stereo not given) | -5% | -20% | -28% | ? | 4 | -10% | ? | 1% | -18%
COc1ccc(Cl)c(Cn2cnc3c(cnn3C(C)(C)C)c2=O)c1F | . | . | 8% | . | . | 1% | 6% | -4% | .
COCCNC(=O)Cn1nc(-c2ccccc2C)ccc1=O | -8% | -1% | 3% | -7% | -3 | 0% | -19% | 16% | -2%
COc1ccc(C(CNC(=O)C(C)(C)Oc2ccc(Cl)cc2)N2CCOCC2)cc1 (stereo not given) | . | . | -8% | -19% | -3 | -3% | 22% | . | .
Cc1cccc(-n2nc3c(c2NC(=O)C(C)C)CSC3)c1 | -17% | 9% | -11% | -5% | 1 | -4% | -4% | 11% | -2%
O=C(O)CCNC(=O)/C(=C\C=C\c1ccccc1)NC(=O)c1ccccc1 | -2% | 17% | -4% | -3% | -13 | -4% | 47%[activator] | 5% | 0%
COC(=O)C(Cc1ccccc1)NC(=O)CNC(=O)c1ccc(Br)o1 (stereo not given) | . | . | -12% | -8% | -5 | -1% | 5% | 3% | .
O=C(Cc1ccc(Cl)cc1)Nc1ccncc1 | -3% | 29% | -22% | -10% | -7 | -4% | 119%[activator] | 7% | 1%
CC(=O)Nc1ccc(Nc2cc(C)nc3c(-c4ccccc4)cnn23)cc1 | 84%[activator] | 9% | -18% | ? | -1 | -11% | 4% | -9% | -7%
COCc1cc(CN2CCN(C)CC2)c(O)c2ncccc12 | -9% | -2% | -1% | -16% | 9 | -1% | 43%[activator] | -2% | -4%
Cc1ccccc1-c1ncc(CN2CCC(CO)(CCCc3ccccc3)CC2)cn1 | -23% | 32% | -12% | -13% | 0 | -3% | -13% | 10% | 2%
Nc1nc2ccccc2n1C(=O)c1ccccc1 | -1% | -2% | 17% | -16% | -1 | -12% | 1% | -6% | 3%
C=CCn1c(SCc2nc3ccccc3c(=O)[nH]2)nc2scc(C3CC3)c2c1=O | -14% | -12% | -5% | -13% | -2 | 0% | ? | 6% | -1%
CCNC(=O)CC1C(=O)N(c2cccc(C)c2)C(=O)N1CCC(C)C (stereo not given) | 0% | 64% | -4% | -14% | -2 | -6% | 186%[activator] | -10% | -2%
CC1CN(C(=O)c2scc3c2OCCO3)CC(C)O1 (stereo not given) | 0% | 12% | 3% | -5% | -3 | 3% | 6% | 1% | -1%
CCCc1nc2ccccc2n2c(-c3ccc(C)cc3)c3c(=O)n(C)c(=O)n(C)c3c12 | -2% | 13% | -8% | -8% | -3 | -2% | -20% | . | -5%
Cc1ccccc1OCc1nnc(SCc2cc(=O)[nH]c3ccccc23)n1-c1ccccc1 | 2% | -10% | -12% | -16% | 1 | -6% | -4% | -6% | 3%
CCCn1c(SCC(=O)NCC2CCCO2)nc2c1c(=O)n(C)c(=O)n2C (stereo not given) | -7% | 25% | 0% | 3% | 1 | -6% | 22% | 16% | 1%
NC(=O)C1CCN(c2nc(C3CC3)nc3c2nnn3Cc2ccccc2Cl)CC1 | -12% | 8% | 0% | -8% | -13 | -3% | 7% | 5% | -6%
O=C(Nc1ccc(F)cc1)c1ccc(CSc2ccc(Cl)cc2)o1 | -1% | -1% | -11% | -22% | -9 | -1% | 19% | -4% | -14%
O=C(COC(=O)c1ccc[n+]([O-])c1)Nc1ccccc1OC(F)F | . | . | 1% | -11% | -5 | 1% | 10% | 5% | .
C=CCc1ccccc1OCC(=O)OCCNC(=O)c1cccnc1 | -8% | 12% | 4% | 7% | -4 | -5% | ? | -1% | -10%
COc1ccc(Nc2ncnc3c2cnn3-c2cccc(C)c2)cc1OC | -5% | -19% | 10% | -10% | -1 | -3% | 1% | -2% | 0%
CCC1(C)Cc2c(sc3nc(NN)n(C)c(=O)c23)CO1 (stereo not given) | ? | -2% | 0% | -4% | 1 | -4% | 0% | 1% | -12%
COc1ccc(-c2cc3nc(N)cc(=O)n3[nH]2)cc1 | -11% | -11% | -3% | -14% | 3 | 0% | 2% | . | -5%
Cc1ccc(C)c(NC(=O)Cn2cc(C(=O)C3CCCCC3)c3ccccc32)c1 | 6% | -1% | -6% | -19% | -9 | -3% | 10% | . | -6%
CCN(CC)c1ccc(NC(=O)c2ccco2)cc1 | -13% | 0% | -13% | -18% | 2 | -5% | 35%[activator] | -1% | -1%
Cc1cccc(C)c1Nc1nnc(SCC(=O)c2ccc(Br)s2)s1 | -18% | 8% | -11% | -19% | -8 | -4% | -3% | -8% | -7%
Cc1ccc(-c2nc3sc(CCNC(=O)c4ccco4)c(C)n3n2)cc1 | -6% | -2% | -5%[60.1 µM] | -15% | -1 | -3% | 21% | . | 1%
C#CCOCCOCCOCCNc1nc(N2CCN(C(=O)[C@H](CCCCN)n3cc(C(N)CO)nn3)CC2)nc(N2CCN(C(=O)[C@H](CCC(=O)O)n3cc(C(N)CC(C)C)nn3)CC2)n1 (stereo not given in full) | 5% | -21% | . | . | . | . | . | 8% | -2%
Cc1ccc(/C=N/Nc2ccc3ccccc3n2)o1 | -18% | -4% | -12% | ? | -8 | -15% | 24% | -4% | -5%
O=C(Nc1nc(-c2ccccn2)cs1)c1ccc(F)c(S(=O)(=O)N2CCOCC2)c1 | . | . | -10% | -21% | 1 | -1% | 75%[activator] | 4% | .
CCCOc1cc(C)c(S(=O)(=O)NCc2cccs2)cc1C | . | . | 6% | -23% | 2 | -3% | -20% | -18% | .
Cc1ccccc1C(=O)Nc1ccccc1C(=O)NCc1ccccc1 | -20% | 2% | -1% | ? | -1 | -3% | -1% | -3% | -11%
